mABHD4 FP = inhibitors of mouse ABHD4 | inhibition, % at 8.92 µM | 370,000 tested, 0.54% active | AID 720543 | purified mABHD4, FP-Rh probe fluorescence polarization | Q8VD66;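 active = inhibition exceeding the mean over every tested compound plus 3 SD, cut at about 30% in these data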;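 also: 0% = plate median of compound wells and 100% = S159A mutant with DMSO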
Target sequence (Q8VD66 whole entry, looked up): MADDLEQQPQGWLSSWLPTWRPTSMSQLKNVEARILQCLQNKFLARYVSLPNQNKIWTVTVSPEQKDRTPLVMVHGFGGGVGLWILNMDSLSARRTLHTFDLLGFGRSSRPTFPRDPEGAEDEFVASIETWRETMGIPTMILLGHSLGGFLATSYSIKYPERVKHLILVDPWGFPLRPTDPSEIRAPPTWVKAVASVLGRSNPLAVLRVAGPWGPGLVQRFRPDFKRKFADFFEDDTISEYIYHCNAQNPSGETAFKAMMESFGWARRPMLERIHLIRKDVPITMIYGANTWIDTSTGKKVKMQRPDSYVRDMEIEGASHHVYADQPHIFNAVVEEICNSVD
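Material: mouse ABHD4 enzyme, wild type; Benchmarks: S159A mutant high control, sample median low control; Buffer or medium: HEPES pH 7.0, NaCl, Pluronic buffer; Signal: fluorescence polarization; Read-out: percent inhibition of probe binding, normalized to plate controls; Timing: pre-incubation 45 min, probe exposure 60 min, at 25 °C; Dosing: 8.92 µM, single dose.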
UHRF1 MBD2 ctr = human UHRF1 methylated DNA binding inhibitors. Q96T88. UHRF1 binding to methylated oligo, TR-FRET. inhibition, % at 4.4 µM. 370,000 tested, 0.75% active. AID 687016; in the data active = inhibition above about 21%;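 also: UHRF1 SRA domain binding a hemimethylated CpG hairpin DNA probe; 0% = median of test compound wells and 100% = reference inhibitor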
SIAE inh = blocks human sialic acid acetylesterase; 370,000 tested, 0.69% active; inhibition, % at 9.66 µM; SIAE FP-Rh probe binding, fluorescence polarization; AID 1053197;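 active = inhibition above a cutoff: mean of compounds within the control limits plus 3 SD of those, cut at about 17% in these data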;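 also: 0% = plate median of compound wells and 100% = probe without SIAE protein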
PRMT1 inh = PRMT1 (human) inhibition, primary screen; Q99873; recombinant PRMT1, activity-based probe fluorescence polarization; inhibition, % at 2.79 µM; 370,000 tested, 1.3% active; AID 652257;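 active = inhibition above about 21% made by adding two undisclosed values, limit read from the data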
Target sequence (Q99873 whole entry, looked up): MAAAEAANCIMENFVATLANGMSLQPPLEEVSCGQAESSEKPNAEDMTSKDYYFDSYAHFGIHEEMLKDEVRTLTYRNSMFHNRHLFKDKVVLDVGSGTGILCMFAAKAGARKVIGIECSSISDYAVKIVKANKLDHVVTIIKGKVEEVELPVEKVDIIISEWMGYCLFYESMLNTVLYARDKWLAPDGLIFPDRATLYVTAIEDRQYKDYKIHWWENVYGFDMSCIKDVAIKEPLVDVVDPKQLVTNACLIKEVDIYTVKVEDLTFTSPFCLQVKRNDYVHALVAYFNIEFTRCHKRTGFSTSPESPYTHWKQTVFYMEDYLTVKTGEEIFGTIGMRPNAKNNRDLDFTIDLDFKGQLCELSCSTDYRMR
HTRA1 inhibitor = HTRA1 (human) protease inhibition. Q92743. recombinant HTRA1, FP-rhodamine activity-based probe, fluorescence polarization. inhibition, % at 5.96 µM. 340,000 tested, 0.5% active; in the data active = inhibition above about 36%;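 also: 0% = enzyme with DMSO and 100% = wells lacking enzyme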
Tn7 DDE FP = inhibitors of Tn7 peptide binding to human fibrin DD(E); FP displacement of FITC-Tn7 peptide from fibrin DD(E); 0% = median of compound wells per plate; P02675; 370,000 tested, 0.13% active; inhibition, % at 8.3 µM;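 active = inhibition above the mean of compounds falling within the control limits plus 3 SD of them, cut at about 14% in these data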;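 also: 0% = plate median of compound wells and 100% = 10 µM Aha-Tn7 peptide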
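Assay system: Human fibrin DD(E) protein | Medium: Tris buffer with calcium and detergent, pH 7.8 | Reagent: 0.1 µM fluorescent Tn7 | Compound dosing: Single point at 8.3 µM | Times: 10 min preincubation, 3 h with tracer, room temperature | Detection: Fluorescence polarization of the labelled Tn7 tracer | Controls: Aha-Tn7 high control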
TCR-CD3 inh = inhibitors of human TCR-CD3 interaction | TAMRA-labeled TCR probe fluorescence, biochemical | inhibition, % at 9.4 µM | 360,000 tested, 0.37% active; in the data active = inhibition above about 19%;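 also: recombinant mutant TCR 2C K166C tagged with TAMRA read by polarization; 0% = receptor in buffer alone and 100% = receptor with positive control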
PG9 binder = binds the HIV-1 gp120 antibody PG9. TR-FRET gp120-PG9 antibody binding. inhibition, % at 6.7 µM. 360,000 tested, 0.43% active; in the data active = inhibition above about 8.5%
LEDGF integ inh = blocks HIV-1 LEDGF/p75-dependent DNA integration; TR-FRET IN-LEDGF/p75 DNA integration, Eu/Cy5; inhibition, % at 3.7 µM; 370,000 tested, 0.64% active;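 active = inhibition above the screen-wide mean plus 3 SD, cut at about 13% in these data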;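 also: signal is the Cy5 over europium emission ratio at 671 and 618 nm; 0% = plate median of compound wells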
TDP2 inh = TDP2 (human) inhibition, absorbance primary screen; inhibition, % at 12.8 µM; AID 720702; recombinant TDP2, T5PNP hydrolysis, p-nitrophenol absorbance 415 nm; O95551; 370,000 tested, 0.34% active;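 active = inhibition above the mean of all tested compounds plus 3 SD, set per campaign, cut at about 25% in these data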;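 also: 0% = DMSO with enzyme and 100% = buffer with substrate but no TDP2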
Target sequence (O95551 whole entry, looked up): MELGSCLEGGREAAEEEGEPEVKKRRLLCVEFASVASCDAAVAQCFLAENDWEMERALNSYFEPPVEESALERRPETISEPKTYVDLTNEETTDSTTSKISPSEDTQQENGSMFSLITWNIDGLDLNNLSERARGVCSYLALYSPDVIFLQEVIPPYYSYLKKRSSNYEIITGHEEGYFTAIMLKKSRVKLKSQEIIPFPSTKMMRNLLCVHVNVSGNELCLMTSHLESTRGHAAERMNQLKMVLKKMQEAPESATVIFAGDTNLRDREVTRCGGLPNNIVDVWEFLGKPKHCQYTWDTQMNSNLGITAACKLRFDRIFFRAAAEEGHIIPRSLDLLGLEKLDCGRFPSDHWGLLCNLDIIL
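Read-out basis: percent inhibition. System: recombinant human TDP2. Buffer or medium: Mg2+-containing Tris-HCl buffer, pH 7.5. Repeats: single replicate. Timing: reaction 2 h, 37 °C. Benchmarks: high control without enzyme, low control DMSO plus TDP2. Probe or stimulus: 5 mM T5PNP. Doses: 12.8 µM only. Measured by: epi absorbance of p-nitrophenol freed from T5PNP by hydrolysis.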
Active calls of the source: *; . = no result given; & = joins results of further samples.

SMILES | mABHD4 FP | UHRF1 MBD2 ctr | SIAE inh | PRMT1 inh | HTRA1 inhibitor | Tn7 DDE FP | TCR-CD3 inh | PG9 binder | LEDGF integ inh | TDP2 inh
CCOc1ccc(Nc2cc(C)nc3nc(C)nn23)cc1 | 3 | 3 | 4 | 1 | 0 | 0 | 3 | 1.5 | -1 | -1
O=C(CSc1nc2cc(S(=O)(=O)N3CCOCC3)ccc2o1)Nc1c(F)cccc1F | 1 | 4 | 2 | 54* | 4 | 0 | -5 | -0.1 | -6 | -2
CC(C)(CO)CNC(=O)CCc1nnc(CCCc2ccccc2)o1 | 4 | -2 | -3 | -1 | -1 | -8 | 5 | -0.6 | 1 | 1
COc1ccc(C)cc1NC(=O)C1CCN(S(=O)(=O)c2c(C)noc2C)CC1 | 3 | 0 | 1 | 0 | 7 | 0 | -2 | -0.9 | -1 | 3
O=C(Nc1cccc(S(=O)(=O)N2CCCCC2)c1)C1CC(=O)N(Cc2ccco2)C1 (stereo not given) | -3 | 1 | -2 | 1 | -2 | 0 | 2 | -1.1 | -3 | 0
Cn1c2ccc(F)cc2c2ncn(CC3CCCO3)c(=O)c21 (stereo not given) | -13 | 7 | -7 | 9 | 7 | -4 | -5 | 0.0 | -3 | -18
C=CCn1c(C)c(C(C)=O)c(N2CCN(C(c3ccccc3)c3ccccc3)CC2)nc1=S | 2 | -2 | 5 | 1 | -10 | 2 | 6 | -0.3 | 2 | -4
COc1ccc(OCC(O)Cn2ccnc2C)cc1 (stereo not given) | -8 | 1 | 6 | -1 | -3 | -4 | -4 | -1.1 | -1 | 8
C=CCNC(=O)COc1ccc(N(C)S(=O)(=O)c2ccc(NC(C)=O)cc2)cc1 | 8 | 2 | 5 | 4 | -51 | 4 | -5 | 0.8 | -3 | 7
CCOc1ccc(C2CC(=O)NC(SC)=C2C#N)cc1 (stereo not given) | -2 | 3 | -4 | 5 | 8 | -2 | -5 | -0.9 | 5 | -3
CS(=O)(=O)N1CCN(c2ccc(NC(=S)NC(=O)c3ccc4c(c3)OCO4)cc2)CC1 | -6 | 0 | -2 | -1 | 4 | -4 | 6 | -2.2 | 5 | 0
CCn1ccnc1CN1CCC(n2nccc2NC(=O)CCc2ccccc2)CC1 | 0 | 4 | 1 | -5 | 1 | -5 | 1 | -2.7 | 2 | 4
Cc1c(N2C(=O)CSC2c2ccco2)c(=O)n(-c2ccccc2)n1C (stereo not given) | 7 | 1 | -4 | 5 | -3 | -5 | 8 | -0.2 | -1 | -3
COc1cccc(CN(C(=O)/C=C/c2ccco2)C2CCS(=O)(=O)C2)c1 (stereo not given) | 10 | 3 | 10 | 19 | 7 | -5 | -2 | -0.5 | 0 | 5
CCCCNC(=O)C[C@H]1C[C@@]2(C(=O)OCC)CCCC3=C2N(CCC3)C1=O | 2 | 0 | -9 | 0 | . | -4 | . | . | 4 | 3
Cc1nccn1CC1CCc2c(c3ccccc3n2C)C1=O (stereo not given) | 0&2 | 0&0 | 0&-1 | 4&4 | 7&4 | -6&4 | 1&-3 | -1.6&-1.5 | 1&1 | 1&11
CCC(C)(C)n1nnnc1C(c1ccc2ncccc2c1)N1CCN(c2ccc(O)cc2)CC1 (stereo not given) | 18 | 0 | 2 | 27* | 11 | 4 | -3 | 3.1 | -1 | -6
COCCNC(=O)c1cc2c(-c3ccccc3F)nn(C)c2s1 | -2 | -4 | 6 | -4 | 2 | 6 | -3 | -0.1 | 1 | -2
COc1ccc(-n2c(NCCN(C)C)nc3sc4c(c3c2=O)CCCCC4)cc1 | 4 | 4 | 6 | -2 | -1 | 1 | -9 | 1.8 | -4 | 1
Cc1cccn2c(=O)c3cc(C(=O)N4c5ccccc5CC4C)n(C)c3nc12 (stereo not given) | 7 | 4 | -8 | 3 | 2 | 3 | 0 | 1.6 | -3 | -4

An excerpt of these results, as labelled records.
COc1ccc(-n2c(NCCN(C)C)nc3sc4c(c3c2=O)CCCCC4)cc1
  mABHD4 FP = 4 | UHRF1 MBD2 ctr = 4 | SIAE inh = 6 | PRMT1 inh = -2 | HTRA1 inhibitor = -1 | Tn7 DDE FP = 1 | TCR-CD3 inh = -9 | PG9 binder = 1.8 | LEDGF integ inh = -4 | TDP2 inh = 1
COc1ccc(C)cc1NC(=O)C1CCN(S(=O)(=O)c2c(C)noc2C)CC1
  mABHD4 FP = 3 | UHRF1 MBD2 ctr = 0 | SIAE inh = 1 | PRMT1 inh = 0 | HTRA1 inhibitor = 7 | Tn7 DDE FP = 0 | TCR-CD3 inh = -2 | PG9 binder = -0.9 | LEDGF integ inh = -1 | TDP2 inh = 3

An excerpt of these results, tab-delimited.
SMILES	mABHD4 FP	UHRF1 MBD2 ctr	SIAE inh	PRMT1 inh	HTRA1 inhibitor	Tn7 DDE FP	TCR-CD3 inh	PG9 binder	LEDGF integ inh	TDP2 inh
CCOc1ccc(C2CC(=O)NC(SC)=C2C#N)cc1 (stereo not given)	-2	3	-4	5	8	-2	-5	-0.9	5	-3
CS(=O)(=O)N1CCN(c2ccc(NC(=S)NC(=O)c3ccc4c(c3)OCO4)cc2)CC1	-6	0	-2	-1	4	-4	6	-2.2	5	0
CCn1ccnc1CN1CCC(n2nccc2NC(=O)CCc2ccccc2)CC1	0	4	1	-5	1	-5	1	-2.7	2	4
Cc1c(N2C(=O)CSC2c2ccco2)c(=O)n(-c2ccccc2)n1C (stereo not given)	7	1	-4	5	-3	-5	8	-0.2	-1	-3
COc1cccc(CN(C(=O)/C=C/c2ccco2)C2CCS(=O)(=O)C2)c1 (stereo not given)	10	3	10	19	7	-5	-2	-0.5	0	5
CCCCNC(=O)C[C@H]1C[C@@]2(C(=O)OCC)CCCC3=C2N(CCC3)C1=O	2	0	-9	0	.	-4	.	.	4	3
Cc1nccn1CC1CCc2c(c3ccccc3n2C)C1=O (stereo not given)	0&2	0&0	0&-1	4&4	7&4	-6&4	1&-3	-1.6&-1.5	1&1	1&11
CCC(C)(C)n1nnnc1C(c1ccc2ncccc2c1)N1CCN(c2ccc(O)cc2)CC1 (stereo not given)	18	0	2	27*	11	4	-3	3.1	-1	-6
COCCNC(=O)c1cc2c(-c3ccccc3F)nn(C)c2s1	-2	-4	6	-4	2	6	-3	-0.1	1	-2

New compounds follow
SMILES | mABHD4 FP | UHRF1 MBD2 ctr | SIAE inh | PRMT1 inh | HTRA1 inhibitor | Tn7 DDE FP | TCR-CD3 inh | PG9 binder | LEDGF integ inh | TDP2 inh
O=C1CC(Sc2ncccn2)C(=O)N1c1ccccc1C(F)(F)F (stereo not given) | -6 | 4 | -4 | 51* | 9 | 0 | -10 | 2.1 | -4 | -13
COc1cc2nc(CC(C)C)n(NC(=O)c3ccccc3Br)c(=O)c2cc1OC | -2 | -2 | 1 | 0 | -1 | 3 | 6 | -1.4 | 0 | 17
Cc1ccc(C)c(OCCC(=O)OCC(=O)NC2CCS(=O)(=O)C2)c1 (stereo not given) | 9 | 2 | 3 | 0 | 0 | -12 | 1 | 0.5 | 2 | 2
Cc1c(OCc2ccc(C(=O)O)cc2)ccc2c(-c3ccccc3)cc(=O)oc12 | 4 | 3 | -6 | 2 | -4 | 4 | 1 | 0.2 | -3 | -6
N#CCc1ccc(Oc2ncccn2)cc1 | 4 | -1 | -6 | -2 | 5 | 0 | 0 | -0.5 | -2 | -5
O=C(CSCCO)Nc1cccc2ccccc12 | 1 | -1 | 2 | 1 | 0 | 1 | -1 | 0.9 | -2 | -5
CCCCCCCCN1CCS(=O)(=O)N(Cc2ccc(F)cc2)C(C(=O)OC)C1 (stereo not given) | 2 | 0 | 6 | 0 | . | -2 | . | . | 2 | -7
COC(=O)CCCC1=CC2=C(c3ccccc3)C(=O)C(C)(OC(=O)C3CCCC3)C(=O)C2=CN1C1CCCCC1 (stereo not given) | 7 | 0 | 7 | 5 | 3 | 7 | -6 | 2.9 | -1 | 5
Cc1cc(NC(=O)CCC(=O)N(c2ccccc2)C(C(=O)NC2CCCC2)c2ccncc2)no1 (stereo not given) | 5 | -4 | 2 | -2 | 4 | -4 | 7 | -0.3 | 3 | -1
CCN(C(=O)CSc1nc2ccccc2c(=O)n1CCOC)C1CCS(=O)(=O)C1 (stereo not given) | 3 | 0 | -1 | 2 | 1 | -1 | -2 | -1.3 | 2 | 2
COc1ccc(OC)c(NC(=O)C2CCN(S(=O)(=O)c3c(C)noc3C)CC2)c1 | 2 | 3 | 6 | 1 | -5 | 3 | -9 | 0.6 | -2 | 7
O=C(N/N=C/c1c(Cl)cccc1Cl)c1ccc(-n2cnnn2)cc1 | 5 | -2 | -6 | -3 | -7 | -4 | 2 | -0.9 | -1 | 9
C=C(C)COc1ccc(-c2ncncc2-c2ccc(Cl)cc2)c(O)c1 | -11 | 2 | 1 | 2 | -22 | -2 | -8 | -1.5 | -1 | 1
CC(C)C[C@H]1CN(CCCC[C@@H]2CNC(=O)C(=O)N2CCc2ccccc2)C(=O)C(=O)N1Cc1ccccc1 | 10 | -2 | -2 | 2 | . | 4 | 8 | -0.5 | 2 | 2
O=C(C1CCN(S(=O)(=O)c2ccc3c(c2)OCCO3)CC1)N1CCc2ccccc21 | -3 | -2 | -1 | -8 | -7 | 0 | -2 | 1.2 | 0 | 7
Cc1cc(C(=O)COC(=O)Cn2c(C(F)(F)F)nc3ccccc32)c(C)n1Cc1ccco1 | -2 | -1 | 5 | 1 | -10 | 5 | 10 | -1.2 | 1 | 8
COc1cc2c(cc1NS(=O)(=O)N1CCCC1)oc1ccccc12 | -4 | 1 | 0 | -1 | -25 | -5 | 4 | 1.6 | 4 | -16
Cc1cccc(C(=O)OCC(=O)c2csc(N3CCCCC3)n2)c1[N+](=O)[O-] | -12 | 2 | -2 | -1 | 0 | -1 | -8 | -2.7 | 4 | -8
O=C(CN1CCCC1c1cccs1)Nc1cc(S(=O)(=O)N2CCCCC2)ccc1Cl (stereo not given) | 4 | -1 | -2 | 2 | 0 | -4 | 0 | 0.4 | 1 | 5
NC(c1ccccc1)c1cccnc1 (stereo not given) | -5 | 2 | 10 | 7 | 7 | 3 | -6 | 2.3 | 0 | -16
COc1ccc(NC(=O)CN(C)C(=O)c2ccc(N3CCCC3)c([N+](=O)[O-])c2)cc1 | 5 | -3 | 4 | 1 | 1 | -11 | 5 | -3.1 | 2 | 11
CCO[C@@H]1OC(C(=O)N2CCN(Cc3ccc4c(c3)OCO4)CC2)=C[C@H](C2CC2)[C@H]1CCCO | 0 | 1 | 2 | 2 | -7 | 4 | -5 | 1.1 | 0 | 4
Cc1ccc(S(=O)(=O)NCCC(C)C)cc1[N+](=O)[O-] | -3 | 2 | 0 | 7 | -2 | 1 | -3 | -0.7 | -5 | -6
O=C(Nc1ccccc1Cl)C1CC(=O)n2c(nc3ccccc32)N1 (stereo not given) | 5 | -3 | -6 | 5 | . | -8 | -10 | 1.0 | -5 | 1
OC[C@@H]1CN(Cc2ccc3c(c2)OCO3)C[C@H](n2cnc3c(NC4CCCC4)ncnc32)O1 | -4 | 6 | 1 | 6 | . | 4 | -8 | -0.9 | 5 | -4
